Neddyl block – blocks human cullin neddylation; P61081+Q13564; TR-FRET cullin neddylation, biochemical; calls only at 25 µM; hit rate 0.58% among 360,000; in the data active = inhibition above about 36%
Tb MetRS inh – Trypanosoma brucei MetRS inhibition; purified T. brucei MetRS, ATP depletion, Kinase-Glo luminescence; inhibition, % at 11.9 µM; hit rate 0.4% among 360,000;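 active = inhibition above a per-plate cutoff of the control wells' mean inhibition plus 3 SD, cut at about 5.5% in these data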;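 also: 0% = DMSO wells median and 100% = median of wells with control inhibitor compound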
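technique = Kinase-Glo luminescence, ATP depletion format | system = purified MetRS (methionyl-tRNA synthetase) enzyme from Trypanosoma brucei | timing = 15 min preincubation, 2 h reaction, all 25 °C | evaluation = percent inhibition versus plate control medians | dosing = single dose, 11.9 µM final nominal, 0.9% final DMSO | also added = substrates ATP, L-methionine and bulk Escherichia coli tRNA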
CendR NRP1 mod – NRP-1/CendR interaction modulation; O14786; FAM-RPARPAR peptide binding to NRP-1, fluorescence polarization; inhibition, % at 25 µM; hit rate 0.85% among 360,000; AID 602438;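 active = inhibition or corrected inhibition above about 18%, plus a signal ratio from 0.5 to 1.5, limit read from the data, passing the limit was not always enough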; also: strong numbers were not always called active
NadD inh – blocks S. aureus nicotinate mononucleotide adenylyltransferase. hit rate 0.78% among 360,000. inhibition, % at 20 µM. AID 602399. purified NadD enzyme, colorimetric absorbance read-out; in the data active = inhibition above about 26%; also: some compounds past the cut are filed as inactive
STEP block – STEP (human) phosphatase inhibition; P54829; recombinant STEP, OMFP fluorogenic substrate, fluorescence; inhibition, % at 20 µM; hit rate 0.25% among 360,000;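 active = inhibition at 20 µM, scaled per plate between control wells, above about 37%, limit read from the data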;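 also: 0% = DMSO with enzyme and substrate and 100% = substrate only without enzyme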
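Assay system: isolated STEP enzyme. Buffer or medium: pH 6.0 Bis-Tris with DTT and Tween 20. Also added: fluorogenic phosphatase substrate OMFP at 25 µM final. Dosing: 20 µM, 1% DMSO. Timing: 20 min reaction, room temperature, in the dark. Measured by: fluorescence intensity, excitation 480 nm, emission 540 nm. Evaluation: normalized % inhibition.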
SUMO1-SIM PPI – modulators of human SUMO1-mediated protein-protein interactions; P63165; inhibition, % at 20 µM; hit rate 0.33% among 360,000; SUMO1 binding to a labelled peptide, TR-FRET, 1 h; in the data active = inhibition above about 37%
Target sequence (P63165 whole entry, looked up): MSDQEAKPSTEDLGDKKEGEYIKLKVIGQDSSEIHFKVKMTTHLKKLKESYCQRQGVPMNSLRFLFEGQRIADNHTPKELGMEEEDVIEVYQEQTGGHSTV
LMPTP inh – LMPTP (human) inhibition; recombinant LMPTP-A, OMFP fluorogenic substrate, fluorescence intensity; hit rate 0.22% among 360,000; P24666; AID 651560; inhibition, % at 20 µM;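 active = compounds that cut the enzyme signal by at least half of the control window in the single-dose screen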;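 also: plate controls were DMSO wells with enzyme plus substrate for no effect and substrate without enzyme for full effect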
Target sequence (P24666 whole entry, looked up): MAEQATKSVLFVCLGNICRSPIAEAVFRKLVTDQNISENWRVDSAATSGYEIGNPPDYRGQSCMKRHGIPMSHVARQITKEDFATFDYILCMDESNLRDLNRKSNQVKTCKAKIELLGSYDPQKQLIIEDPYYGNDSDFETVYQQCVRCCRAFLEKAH
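Material: LMPTP-A; amount: 0.625 nM enzyme; doses: single 20 µM dose; times: reaction 50 min, room temperature, dark; technique: fluorescence intensity of OMFP turnover product; benchmarks: no-enzyme and uninhibited controls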
Scp1 inh – inhibitors of human Scp-1 phosphatase; Q9GZU7; Recombinant Scp1, phosphopeptide, malachite green phosphate absorbance; inhibition, % at 20 µM; hit rate 0.88% among 340,000;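 active = inhibition above about 50% at 20 µM, limit read from the data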;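 also: plate controls were DMSO wells with enzyme for no effect and wells lacking enzyme for full effect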
Target sequence (Q9GZU7 76-261 limits assumed): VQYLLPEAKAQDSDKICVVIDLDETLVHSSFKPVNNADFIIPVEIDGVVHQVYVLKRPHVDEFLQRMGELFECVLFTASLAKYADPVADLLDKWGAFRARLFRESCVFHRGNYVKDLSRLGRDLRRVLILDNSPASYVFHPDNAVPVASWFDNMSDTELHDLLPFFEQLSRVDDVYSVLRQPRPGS
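Test system: SCP-1 phosphatase catalytic domain, residues 76-261 | Compound dosing: One concentration, 20 µM, with 1.0% DMSO | Schedule: 45 min room-temperature reaction, 5 min colour, 30 min stabiliser | Detection: Absorbance at 630 nm | Read-out basis: % inhibition of SCP-1 phosphate liberation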
SKN-1 inh – blocks SKN-1 activity in C. elegans | C. elegans VP596 Pgst-4::GFP/RFP ratio, acrylamide-induced, 24 h | inhibition, % at 21.8 µM | hit rate 0.49% among 360,000 | AID 624304;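 active = interference check ratio from 0.5 to 1.5 plus GFP to RFP signal ratio inhibition reaching or exceeding a fixed threshold, cut at about 30% in these data, passing the limit was not always enough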; also: some compounds called inactive have numbers as strong as hits
DNMT1 block – inhibitors of human DNMT1; P26358; DNMT1 molecular beacon, Hinp1I cleavage, fluorescence; inhibition (reported as % activation of signal), % at 10 µM; hit rate 0.83% among 360,000; AID 588458; in the data active = inhibition above about 50%
An asterisk follows results filed as active; i = inactive; nt = not tested or not shown. Random draw from the library. About 4.6% of those tested had a hit in this group.

canonical_smiles	Neddyl block	Tb MetRS inh	CendR NRP1 mod	NadD inh	STEP block	SUMO1-SIM PPI	LMPTP inh	Scp1 inh	SKN-1 inh	DNMT1 block
CN(C)S(=O)(=O)N1CCC(Oc2cccc(C(=O)NC3CCCCCC3)c2)CC1	i	-0.4	7.4	-0.2	-1.9	0.1	-0.4	-4.8	12.3	1.0
CC(C)(CN1CCCN(CC(C)(C)C(=O)O)C1=O)C(=O)O	i	-0.1	-3.5	-2.4	0.9	-0.4	-1.8	nt	10.4	2.1
CC(=O)Nc1ccc(C(=O)OC2CCCCC2=O)cc1 (stereo not drawn)	i	-0.5	10.4	1.8	-10.0	3.5	-0.2	-3.6	-5.7	6.3
O=C(NCCCCCCOC1=NS(=O)(=O)c2ccccc21)C(=O)Nc1ccccc1	i	0.1	-6.3	4.5	-2.7	-1.2	-0.7	1.2	-3.6	0.6
O=C(Nc1ccncc1)c1cc(S(=O)(=O)N2CCOCC2)ccc1Cl	i	-0.3	-13.7	-2.1	-0.2	2.5	-1.3	-3.8	3.1	-1.6
CC(=O)N1CCN=C1SCc1ccccc1F	i	0.3	-6.4	-0.8	-0.3	15.0	-0.8	-9.1	12.4	1.1
CCOc1ccc2oc(C(=O)N3CC(C)OC(C)C3)c(C)c2c1 (stereo not drawn)	i	-0.7	4.2	-0.7	2.6	4.0	0.0	0.1	-5.2	0.5
Cc1[nH]c(=O)[nH]c(=O)c1S(=O)(=O)Nc1ccc(F)cc1Cl	i	-0.9	-2.0	-3.6	1.7	-0.1	-1.5	-3.0	-8.4	-1.5
CCOC(=O)c1ccsc1NC(=O)c1ccco1	i	0.0	16.7	14.9	0.7	12.5	1.7	-7.6	10.3	4.6
Cc1cc(C)c(OCC(=O)Nc2cc(C(=O)O)cc(C(=O)O)c2)cc1C	i	-0.3	6.6	-0.3	-0.2	-2.9	-2.1	-9.4	-0.5	-1.4
CCO/C(C)=N/Oc1cccc(N(C)C)c1	i	-0.3	7.8	1.9	2.7	2.1	1.5	nt	39.9	-15.7
CC(=O)/C=C/c1ccc2ccccc2n1	i	-0.5	2.6	-1.5	-4.0	-0.1	-0.3	-2.0	-4.0	1.3
O=C(CCC(=O)N(c1cccc(F)c1)C(C(=O)NC1CCCC1)c1ccncc1)Nc1cccnc1 (stereo not drawn)	i	-0.3	3.2	0.9	0.2	2.3	0.2	-2.2	-1.8	-2.5
Cn1c(=O)c2c(nc(NCC3CCCO3)n2C)n(C)c1=O (stereo not drawn)	i	0.1	12.6	-2.4	-0.4	1.0	-1.0	-7.7	16.2	-1.4
COC1OC2COC(c3ccccc3)OC2C2OC(c3ccccc3)OC12 (stereo not drawn)	i	0.0	1.9	-0.8	0.9	-0.1	-1.2	nt	13.1	10.7
CCOC(=O)C1=NOC2C(=O)N(c3ccc(Cl)cc3Cl)C(=O)C12 (stereo not drawn)	i	-2.7	0.8	0.3	2.3	3.1	0.2	0.9	6.1	10.8
O=C1NC(=Nc2ccccc2Cl)S/C1=C\c1cccc([N+](=O)[O-])c1O	i	-0.8	-121.6	17.0	3.3	10.3	6.7	-7.0	-8.5	8.1
COc1ccc(S(=O)(=O)N2CCN(CC(=O)N3CCNC3=O)CC2)cc1OC	i	-0.3	4.2	-3.3	-5.2	1.1	-0.3	nt	-9.6	7.6
Cc1cccc(CC2CC(=O)N(c3nc4ccccc4s3)C2=O)c1 (stereo not drawn)	i	-0.1	-6.4	-5.0	-1.8	5.7	-0.2	-14.6	-3.8	-0.3
COc1ccc(CC(=O)N2CCc3cc(OC)c(OC)cc3C2C)c(OC)c1 (stereo not drawn)	i	-0.3	6.1	-2.5	-0.6	0.9	-0.1	-9.0	17.9	-3.9
Cc1c(CCC(=O)O)c(=O)oc2cc(OCc3ccc(Br)cc3)ccc12	nt	-0.2	5.1	10.0	5.4	7.5	4.9	53.3*	6.0	-1.9
CC(C(=O)Nc1ccc(C(=O)O)c(O)c1)N1C(=O)/C(=C\c2ccco2)SC1=S (stereo not drawn)	i	0.7	-137.2	9.4	64.2*	87.6*	23.5	70.2*	18.4	95.0*
Cc1onc(-c2ccccc2)c1C(=O)NNC(=O)c1ccccc1O	i	0.3	7.4	0.8	3.3	1.0	-0.8	-6.9	0.4	1.6
O=C1CCN(CCc2ccccc2)CCN1CCOc1ccccc1	i	0.2	6.1	-3.1	-2.0	4.1	-0.7	-2.3	-10.4	2.2

3 of the entries above in order of their number in Tb MetRS inh, ascending:
canonical_smiles | Neddyl block | Tb MetRS inh | CendR NRP1 mod | NadD inh | SUMO1-SIM PPI | LMPTP inh | Scp1 inh | SKN-1 inh | DNMT1 block
Cc1c(CCC(=O)O)c(=O)oc2cc(OCc3ccc(Br)cc3)ccc12 | nt | -0.2 | 5.1 | 10.0 | 7.5 | 4.9 | 53.3* | 6.0 | -1.9
O=C1CCN(CCc2ccccc2)CCN1CCOc1ccccc1 | i | 0.2 | 6.1 | -3.1 | 4.1 | -0.7 | -2.3 | -10.4 | 2.2
CC(C(=O)Nc1ccc(C(=O)O)c(O)c1)N1C(=O)/C(=C\c2ccco2)SC1=S (stereo not drawn) | i | 0.7 | -137.2 | 9.4 | 87.6* | 23.5 | 70.2* | 18.4 | 95.0*

Later entries
canonical_smiles	Neddyl block	Tb MetRS inh	CendR NRP1 mod	NadD inh	STEP block	SUMO1-SIM PPI	LMPTP inh	Scp1 inh	SKN-1 inh	DNMT1 block
O=C(O)Cc1c[nH]c2ccc(O)cc12	i	-0.1	-0.9	1.2	2.0	-0.6	-0.5	-11.3	-5.2	3.0
COc1cc(OC)cc(-c2n[nH]c(=S)n2-c2cc(OC)ccc2OC)c1	i	-0.2	-1.9	0.7	-0.4	3.4	-1.1	-7.3	15.2	2.1
COc1ccc(/C=N/NC(=O)c2cccnc2)cc1COc1ccc([N+](=O)[O-])cc1	i	2.0	2.8	-2.1	3.5	-12.2	3.7	-10.8	14.6	-5.1
CCN(CC)S(=O)(=O)c1ccc(Cl)c(C(=O)NNC(=O)c2csc(N3CCOCC3)n2)c1	i	0.1	1.0	-2.0	-1.5	1.8	-2.3	-8.1	4.7	4.3
COc1ccc(C(C)=O)cc1CSc1nnc(Nc2ccccc2)s1	i	1.6	-17.1	-0.4	0.4	0.7	0.6	0.1	-0.9	-10.3
CC(C)(CS(=O)(=O)[O-])NC(=O)CC[N+](C)(C)CCO	i	-0.1	-32.2	-10.2	51.7*	27.6	-1.8	60.0*	-26.8	116.3*
Cc1cnc(C(=O)NCCc2ccc(S(=O)(=O)NC(=O)NC3CCCCC3)cc2)cn1	i	-1.2	-1.6	-7.2	-0.1	3.9	-0.5	36.8	5.2	2.1
N#CCCN(CCC#N)C(=O)c1ccc2c(c1)OCO2	i	-0.5	1.0	1.2	-3.3	-3.7	-1.0	-6.0	-0.2	4.3
O=C(Cc1cccc(C(F)(F)F)c1)NCc1ccc(Cl)cc1Cl	i	1.4	6.8	2.4	-0.5	-2.4	0.6	-7.1	13.4	5.1
COc1ccc(C(=O)Nc2ccccc2C(=O)NC(Cc2ccc(O)cc2)C(=O)NNC(=O)c2ccncc2)cc1 (stereo not drawn)	i	-1.0	-1.7	3.2	-1.0	4.9	-0.6	-4.5	6.8	-18.4
CC(/C=C/c1ccccc1)=N\NC(=O)C1CC1(C)c1ccccc1 (stereo not drawn)	i	0.1	-5.1	3.8	-0.2	-1.7	1.6	-5.5	-7.0	-4.0
CC(=O)NC(c1ccccc1)c1cc(Cl)c2cccnc2c1O (stereo not drawn)	i	-0.4	-0.7	1.3	3.6	-9.2	1.7	-5.7	-0.7	-2.6
Cn1c(CNC(=O)c2ccccc2F)nnc1SCC(=O)N1CCN(c2ccccc2)CC1	i	-1.4	-7.8	-1.1	-0.9	2.8	2.9	5.2	-4.4	5.7
O=c1[nH]c(=S)[nH]cc1S(=O)(=O)c1cccc(Cl)c1	i	-0.9	2.0	2.5	0.5	6.2	-2.0	28.5	-6.3	-0.1
O=C(Nc1c2c(nn1-c1ccccc1)CS(=O)(=O)C2)c1cc2ccccc2o1	i	-0.3	13.7	-5.3	1.8	-5.4	-1.0	0.0	-5.1	1.3
CC1CN(Cc2c(O)ccc3c(=O)c(-c4ccccc4Cl)coc23)CC(C)O1 (stereo not drawn)	nt	-0.9	-5.6	-6.1	-2.3	-0.8	-1.7	-3.4	-7.7	2.7
C=CCn1c(-c2csc(-c3ccc(Cl)cc3)n2)n[nH]c1=S	i	-0.1	-15.8	1.0	1.2	5.1	0.8	-2.2	11.7	-0.9
O=C(NCc1ccco1)C1CCCN(S(=O)(=O)Cc2ccccc2)C1 (stereo not drawn)	i	-0.6	3.7	6.1	-3.8	1.6	-0.7	16.1	0.1	2.1
Cc1cc(C)cc(NC(=O)c2ccc(CSc3nnc(C)s3)cc2)c1	i	-0.1	9.5	-4.1	0.1	0.1	-0.2	-20.7	11.3	-3.9
CN(C)C(=O)CCc1ccc2c3c([nH]c2c1)[C@]1(C)[C@@H](C(=O)N2CCOCC2)C[C@H](CC(=O)NCC24CC5CC(CC(C5)C2)C4)C(=O)N1CC3	i	0.8	2.6	7.1	-1.3	2.2	-1.4	6.5	-1.2	-4.5
CC(C)NC(=O)C1(C)Cc2c(-c3cccc(C(N)=O)c3)ccnc2O1 (stereo not drawn)	i	-0.3	-9.1	1.8	-1.0	2.8	-2.8	nt	-6.1	-1.4
S=C(CN1CCCC1=S)NCCc1ccccc1	i	0.1	-3.7	2.0	-2.2	-1.2	-0.8	-16.9	10.8	-0.4
NC(=O)N=Nc1c(O)[nH]c2ccc([N+](=O)[O-])cc12	i	0.6	6.9	-0.3	2.7	-26.5	0.6	-4.1	14.3	10.4
